From PubChem
GSK3 alpha inh – inhibitors of human GSK-3 alpha kinase; P49840; ADP-Glo luminescence, 60 min; inhibition, % at 10 µM; 0.1% of 320,000 active; AID 2650;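 in the data active means inhibition above about 50%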;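 further: GST-tagged GSK-3 alpha with peptide substrate and 25 µM ATP; 0% = DMSO neutral wells and 100% = GW8510 positive control wells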
Target sequence (P49840 whole entry, looked up): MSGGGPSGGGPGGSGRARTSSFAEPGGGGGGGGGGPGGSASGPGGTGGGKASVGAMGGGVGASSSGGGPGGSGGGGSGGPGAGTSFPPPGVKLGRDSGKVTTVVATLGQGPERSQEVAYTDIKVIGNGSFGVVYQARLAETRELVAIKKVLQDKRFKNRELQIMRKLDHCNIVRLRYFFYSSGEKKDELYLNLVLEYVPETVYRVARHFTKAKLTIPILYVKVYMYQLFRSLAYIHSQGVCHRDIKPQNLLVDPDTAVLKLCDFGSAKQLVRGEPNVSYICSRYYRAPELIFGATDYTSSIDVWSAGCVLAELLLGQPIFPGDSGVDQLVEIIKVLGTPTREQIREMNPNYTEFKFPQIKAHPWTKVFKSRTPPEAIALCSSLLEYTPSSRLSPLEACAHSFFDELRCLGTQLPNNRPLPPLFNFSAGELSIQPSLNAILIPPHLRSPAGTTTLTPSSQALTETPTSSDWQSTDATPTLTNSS
HIF activator – HIF pathway transcriptional activation; activation, % at 7.5 µM (by protocol); U2OS HRE-luciferase reporter, luminescence; normalized: DMSO 0%, desferrioxamine 100%; AID 1910; 0.32% of 300,000 active;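 active means mean activation of at least 10% of the iron chelator positive control signal, with at least half of replicates also reaching 10%; inconclusive means mean and replicate majority disagree about reaching 10%; inactive means mean and most replicates under 10%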
HSF-1 act – increases HSF-1 driven luciferase reporter signal; 1.7% of 300,000 active; activation, % at 9 µM; NIH3T3-HGL HSF-1 luciferase reporter, MG132, 8 h; 100% = twice DMSO control signal;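 active means mean replicate activation of at least 50% with a set share of replicates each reaching 50%; inconclusive means only one of those two conditions met; inactive means mean below 50% and too few replicates reaching it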;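 further: 0% = median of the neutral control wells and 100% = twice that signal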
GSK3beta inhib – blocks human GSK3beta kinase activity; GST-GSK3beta kinase, ADP-Glo luminescence, 60 min; active compounds read low; activity score (negative = inhibition), % at 10 µM; 0.038% of 300,000 active; P49841;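 active means more than half of replicate wells score below -50%, meaning over 50% inhibition versus plate controls; inconclusive means some replicates but at most half score below -50%; inactive means no replicate scores below -50%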;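 further: 0% = median DMSO wells and -100% = median GW8510 positive control wells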
Target sequence (P49841 whole entry, looked up): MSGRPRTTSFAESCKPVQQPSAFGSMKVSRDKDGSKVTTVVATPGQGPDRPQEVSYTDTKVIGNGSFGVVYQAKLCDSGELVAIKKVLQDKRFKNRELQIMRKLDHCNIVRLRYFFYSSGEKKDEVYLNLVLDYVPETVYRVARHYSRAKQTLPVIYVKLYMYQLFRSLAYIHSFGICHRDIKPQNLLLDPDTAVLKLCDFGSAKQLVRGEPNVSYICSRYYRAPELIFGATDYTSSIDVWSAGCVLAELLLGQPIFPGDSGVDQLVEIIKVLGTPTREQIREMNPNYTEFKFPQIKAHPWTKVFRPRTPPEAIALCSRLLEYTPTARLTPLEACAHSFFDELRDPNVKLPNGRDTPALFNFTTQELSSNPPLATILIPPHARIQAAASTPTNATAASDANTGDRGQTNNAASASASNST
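Test system: GST-fused GSK3beta enzyme, cell-free | Quantity: 1.6 ng GST-GSK3beta enzyme per well | Reagent: 25 µM ATP with peptide substrate | Schedule: 60 min enzyme reaction, room temperature | Signal: Luminescent ADP-Glo measurement of ADP formed | Read-out basis: Score relative to plate controls | Control set: DMSO and 20 µM GW8510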
IEC-6 cytotox – IEC-6 cytotoxicity, counter-screen for KLF5 inhibitors; luminescence viability; inhibition, % at 5 µM; 0.78% of 290,000 active; AID 1825; in the data active means inhibition above about 22%;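 further: 0% = plate median of test compound wells and 100% = cytotoxic reference compound wells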
KLF5 inhibitor – suppresses KLF5 promoter-driven expression | DLD-1 KLF5 promoter-luciferase reporter, luminescence | inhibition, % at 5 µM | 0.23% of 290,000 active | AID 1700;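 active means inhibition above a per-plate limit of that plate's mean compound inhibition plus 3 SD, cut at about 60% in these data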;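 further: 0% = DMSO wells and 100% = LY294002 at 200 µM; higher means less KLF5 promoter-driven luciferase light; inactives centre near -14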
HSP90 inh – inhibitors of HSP90 luciferase refolding in rabbit reticulocyte lysate. luciferase refolding luminescence, 3 h. inhibition, % at 5.6 µM. 0.91% of 290,000 active;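 active means inhibition above the screen-wide mean plus 3 SD, computed separately per campaign, cut at about 16% in these data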;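 further: 0% = DMSO wells and 100% = 60 µM geldanamycin wells; inhibitors lower the luminescence because luciferase stays unfolded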
aSyn UTR inh – 5' untranslated region of α-synuclein, MLPCN primary screen; alpha-synuclein 5'UTR reporter, inhibitor activity; inhibition, % (tested at 7.5 µM); 0.82% of 300,000 active; AID 1813; in the data active means inhibition above about 60%; inconclusive means no clear call, values can overlap the other calls;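 further: H4 neuroglioblastoma cells stably carrying SNCA 5'UTR luciferase fusion; 0% = DMSO wells and 100% = positive control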
AI-2 QS mod – Vibrio harveyi AI-2 quorum sensing modulation | Vibrio harveyi JMH597 AI-2 luminescence/OD600 ratio, 9 h; active compounds read low; strain lacks LuxN and CqsS sensors; 0 = neutral-control median | activity change, % at 7.5 µM | 0.4% of 300,000 active; in the data active means activity change below about -75%, passing the limit was not always enough; inconclusive means no clear call, values can overlap the other calls;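 further: luminescence divided by OD600 gain over 9 h not by final OD600 alone; inactives centre near 13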
HSF1 inhib – HSF1 inhibition | NIH3T3-HGL HSE-luciferase, MG132-induced, luminescence 8 h; active compounds read low | activity change, negative = inhibition, % at 7.5 µM (by protocol) | 0.77% of 300,000 active;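 active means more than half of replicate wells show activity change below -50%, luminescence cut by over half; inconclusive means some wells, but at most half, below -50%; inactive means no replicate well below -50%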;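 further: luciferase reports HSF-1 transcriptional activity via heat shock element; 0% = median of DMSO wells and -100% = zero luminescence signal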
An asterisk follows results filed as active; ? = inconclusive; nt = not tested or not shown.

SMILES	GSK3 alpha inh	HIF activator	HSF-1 act	GSK3beta inhib	IEC-6 cytotox	KLF5 inhibitor	HSP90 inh	aSyn UTR inh	AI-2 QS mod	HSF1 inhib
CCn1cc(CN2CCc3c([nH]c4ccccc34)C2c2ccc(F)c(OC)c2)c(C)n1 (stereo unspecified)	1	0.4	9	1	0	-7	-6	-14	9	5
CC(C)c1nc(C(=O)N2CCCC(CCC(=O)N(C)CCc3ccccn3)C2)cs1 (stereo unspecified)	1	0.3	20	-1	5	-20	10	-7	10	-4
NC(=O)c1nsc(C(=O)N(Cc2ccc(F)cc2)C(C(=O)NC2CCCC2)c2ccco2)c1N (stereo unspecified)	-3	-0.2	-6	-1	1	-42	4	-1	9	-4
N#CC1=C(N)Oc2ccc3ccccc3c2C1c1cccnc1 (stereo unspecified)	nt	0.4	nt	-2	55*	47	-2	?	40	nt
NC(=O)N/N=C/c1cn(-c2ccccc2)nc1-c1cccnc1	0	-0.1	0	2	12	2	6	17	17	-1
CCc1ccc(-c2cc(C)no2)cc1S(=O)(=O)N1CCOc2ccccc21	-3	-0.8	-11	2	8	-27	3	-12	-13	-4
Cc1cc(C)cc(NS(=O)(=O)c2csc(C(N)=O)c2)c1	-1	-22	9	2	-3	-36	0	-2	12	0
Cc1nn(CC(=O)N2CCN(c3ccccc3)CC2)c(C)c1[N+](=O)[O-]	0	-7.6	4	nt	-4	-16	-2	5	nt	0
CCOCCCNC(=O)c1ccc2nc(-c3ccc(OC)c(OC)c3)c(-c3ccc(OC)c(OC)c3)nc2c1	-1	-0.6	-15	-2	0	-60	-4	-7	28	2
CCCn1c(=S)[nH]c2ccccc2c1=O	1	-0.7	9	-1	4	-8	2	-2	7	4
O=C(c1cccs1)N(Cc1cc2ccccc2[nH]c1=O)CC1CCCO1 (stereo unspecified)	-1	-0.9	0	nt	-2	-24	4	4	nt	2
COc1cccc(C(=S)N2CCCC2)c1OC	1	-0.3	5	-2	-2	-53	1	-4	3	-3

Nine compounds from above, arranged by SMILES length, rising:
SMILES	GSK3 alpha inh	HIF activator	HSF-1 act	GSK3beta inhib	IEC-6 cytotox	KLF5 inhibitor	HSP90 inh	aSyn UTR inh	AI-2 QS mod	HSF1 inhib
COc1cccc(C(=S)N2CCCC2)c1OC	1	-0.3	5	-2	-2	-53	1	-4	3	-3
N#CC1=C(N)Oc2ccc3ccccc3c2C1c1cccnc1 (stereo unspecified)	nt	0.4	nt	-2	55*	47	-2	?	40	nt
Cc1cc(C)cc(NS(=O)(=O)c2csc(C(N)=O)c2)c1	-1	-22	9	2	-3	-36	0	-2	12	0
O=C(c1cccs1)N(Cc1cc2ccccc2[nH]c1=O)CC1CCCO1 (stereo unspecified)	-1	-0.9	0	nt	-2	-24	4	4	nt	2
CCc1ccc(-c2cc(C)no2)cc1S(=O)(=O)N1CCOc2ccccc21	-3	-0.8	-11	2	8	-27	3	-12	-13	-4
Cc1nn(CC(=O)N2CCN(c3ccccc3)CC2)c(C)c1[N+](=O)[O-]	0	-7.6	4	nt	-4	-16	-2	5	nt	0
CC(C)c1nc(C(=O)N2CCCC(CCC(=O)N(C)CCc3ccccn3)C2)cs1 (stereo unspecified)	1	0.3	20	-1	5	-20	10	-7	10	-4
CCn1cc(CN2CCc3c([nH]c4ccccc34)C2c2ccc(F)c(OC)c2)c(C)n1 (stereo unspecified)	1	0.4	9	1	0	-7	-6	-14	9	5
NC(=O)c1nsc(C(=O)N(Cc2ccc(F)cc2)C(C(=O)NC2CCCC2)c2ccco2)c1N (stereo unspecified)	-3	-0.2	-6	-1	1	-42	4	-1	9	-4

The list continues.
SMILES	GSK3 alpha inh	HIF activator	HSF-1 act	GSK3beta inhib	IEC-6 cytotox	KLF5 inhibitor	HSP90 inh	aSyn UTR inh	AI-2 QS mod	HSF1 inhib
CCOc1ccc(Nc2cc(C)c3ccccc3n2)cc1	-5	3.3	44	-2	2	-27	-2	-85	14	-3
CCC(=O)Nc1nnc(/C=C/c2ccc(OC)cc2)s1	1	0.4	30	1	12	-140	12	-141	6	22
O=c1sc(Nc2ccccc2)nc2ccccc12	1	-0.2	-11	-10	9	-13	0	-2	-15	4
O=c1cnnc(Nc2ccc(Nc3ccccc3)cc2)[nH]1	-1	0.1	-6	1	0	-21	-1	2	21	-8
O=S(=O)(Nc1nc2ccccc2nc1NCc1ccco1)c1ccc(F)cc1	-4	-2.2	8	3	1	-25	0	1	18	8
CCCCNc1nc(CC(C)=O)ns1	0	0.0	0	3	0	-30	0	2	12	3
Cc1cc(C)nc(-n2nc(C)c(Sc3ccc(F)cc3)c2N)n1	-1	4.5	62*	-2	0	-160	-4	-182	25	31
O=C(O)c1ccc(NC(=O)c2cn(-c3ccccc3)nc2-c2ccccc2)cc1	-2	-0.8	7	-2	-6	-70	1	-46	8	8
Cc1nc2ccc3nc(NC(=O)c4ccco4)sc3c2s1	5	2.4	15	2	1	-123	-2	-152	10	7
O=C(NCCc1csc(-c2ccc(C(F)(F)F)cc2)n1)c1cccs1	1	-0.5	1	-3	9	-3	0	5	42	8
COCCNC(=O)CCc1nnc(C2(c3ccc(Cl)cc3)CCC2)o1	-1	-0.2	-65	4	-2	-15	-2	27	16	-56*
O=C(NCCN1CCOCC1)c1cc(-c2ccccc2Cl)nc2ccccc12	3	-0.5	-8	2	1	-5	0	-5	7	-9
CCOc1ccc(S(=O)(=O)N2CCC(C(=O)NCc3ccncc3)CC2)cc1Cl	6	0.1	2	-2	4	-29	-4	34	12	-3
O=c1cc(CO)oc(CN2CCN(CCO)CC2)c1O	-2	-0.1	17	2	-2	-10	4	12	13	4
CCc1ccc(N/C(SCc2cccc(F)c2)=C(/C#N)C(=O)NCc2ccco2)cc1	-5	-0.3	29	-3	-1	14	-1	14	-4	5
O=C(N/N=C/c1ccncc1)c1cccc([N+](=O)[O-])c1	9	-0.1	-7	1	3	-17	1	-50	7	-8
Clc1cccc(OCc2nc(-c3ccncc3)n[nH]2)c1	2	0.0	1	-3	-3	-61	5	2	12	0
COc1ccc2[nH]cc(C(=O)CN3CCN(C(=O)c4ccco4)CC3)c2c1	-1	-0.1	2	3	0	-31	0	-16	-40	-5
COc1ccc(NC(=O)c2[nH]c(C)c(C(C)=O)c2C)cc1Cl	-3	2.8	36	-2	6	-49	2	-77	-15	4
COc1cccc(C2=NO[C@@H]3C(=O)N(c4ccc5c(c4)OCCO5)C(=O)[C@H]23)c1OC	-3	-0.6	-45	2	-1	-34	4	-81	19	-40
COc1ccc(NC(=S)N2CCc3ccccc32)cc1OC	-2	-0.3	23	2	4	-95	3	-83	-1	10
CC(C)(C)Sc1nc(O)cc(=O)[nH]1	0	-0.1	-14	-4	6	-11	4	7	12	-5
Cc1ccccc1OCC(=O)OCC(=O)N1CCCc2ccccc21	-1	2.1	26	6	nt	nt	nt	-10	-15	-3
OC(CNC1CCCC1)COCCOc1ccc(Br)cc1 (stereo unspecified)	0	nt	nt	0	-3	-31	7	5	13	nt
CCOC(=O)c1c(C)[nH]c(C)c1C(=O)COC(=O)/C=C/c1cccc(Cl)c1	-3	nt	nt	-16	2	-17	-1	-13	18	nt
COc1ccc(OC)c(Nc2cc(C)nc3nc(C)nn23)c1	-2	1.5	-1	2	4	92*	-7	-10	16	-10
O=C(Nc1ccc(S(=O)(=O)Nc2ncccn2)cc1)c1ccccc1Cl	-2	-3.4	3	3	-6	1	-3	8	28	-6
COc1ccccc1Oc1coc2cc(OC(=O)N3CCOCC3)ccc2c1=O	0	0.0	-7	1	-2	-9	0	-14	18	-7
O=C1/C(=C/c2ccc([N+](=O)[O-])cc2)CCC1C1CCCC1 (stereo unspecified)	-2	0.8	20	4	1	-38	2	-51	4	4
C=CCC(=O)N1CCC(n2nccc2NC(=O)CCOc2ccccc2)CC1	-3	-8.6	12	1	2	-24	3	-14	14	-4
COC(=O)Nc1c(C)n(C)n(-c2ccccc2)c1=O	-2	-0.2	17	-1	0	14	4	5	26	-8
O=C(NNc1cccc(Cl)n1)Nc1ccc(F)cc1	-1	-0.5	-3	-3	-5	-14	-3	-11	4	-5
CC(C)(C)NNC(=S)Nc1ccc(S(=O)(=O)N2CCOCC2)cc1	-7	0.4	5	2	1	-11	1	-6	4	-10
CCS(=O)(=O)N1Cc2ccccc2CC1C(=O)N(C)CC(=O)Nc1ccc(F)c(F)c1F (stereo unspecified)	-2	0.1	-16	-2	nt	nt	nt	-4	21	2
CCOC(=O)c1cc(-c2ccco2)nc2c1c(C)nn2-c1cccc(Cl)c1	1	-0.3	-10	4	-4	-17	-2	-21	12	-5
COc1ccccc1CN1C(=O)CCC1(C)C(=O)NCc1cccnc1 (stereo unspecified)	-2	0.0	5	-3	-4	-3	-1	-5	13	-8
CCc1ccc(-c2nc(CN3CCCC(C(=O)NCCc4ccc(OC)c(OC)c4)C3)c(C)o2)cc1 (stereo unspecified)	-1	-0.1	3	3	8	10	12	-11	21	-5
COCC(=O)Nc1ccc([N+](=O)[O-])cc1C	0	-0.8	-10	0	1	-2	-2	11	-1	-6
Cc1nnc(NC(=O)CCC(=O)N2CCC(C)CC2)s1	6	-0.2	-7	1	6	-12	0	3	19	-7
Cc1ccc(C(=O)NC(=S)N(C)C2CCCCC2)cc1Br	3	0.7	-10	-1	6	-54	8	-43	14	-6
CNC(=S)N/N=C/c1ccccc1Cl	-1	0.0	-8	28	-1	-22	-2	-4	5	-3
COc1ccc(N(CC(=O)Nc2cc(OC)cc(OC)c2)S(=O)(=O)c2c(C)n[nH]c2C)cc1	-12	-0.1	2	0	-2	-14	-2	-3	13	-1
O=C(CSc1nnc(-c2ccco2)n1CC1CCCO1)c1ccccc1 (stereo unspecified)	-5	-0.6	13	-1	0	-57	-1	0	16	16
Cc1cc(F)c(F)c(C(=O)N2CCC(C)CC2)c1Cl	1	0.0	1	4	-5	-17	-5	12	-2	-5
Cc1ccc(S(=O)(=O)/N=C/c2cc(Br)ccc2O)cc1	-5	-0.3	-22	1	-2	-22	-3	3	3	2
C=CCN(C(C)=O)C1CC(=O)N(c2ccc(OCCC)cc2)C1=O (stereo unspecified)	6	-0.4	-3	3	2	-12	3	9	28	-5
N#Cc1cc([N+](=O)[O-])ccc1NCCc1ccccn1	0	-0.7	23	-2	-3	-19	0	21	3	21
